From PubChem BioAssay
12-hLO inh: blocks human 12-lipoxygenase activity; AID 1452; 150,000 tested, 0.12% active; P18054; purified 12-hLO, xylenol orange hydroperoxide absorbance; Potency, µM (top dose mostly 57.1 µM), for inactives: top-dose activity change, negative = inhibition, hits mostly inhibitors; also: potency is read from the fitted curve at half-maximal effect; nearly all actives have a fitted effect of over 55% in size; many of its hits are not listed in these tables
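Purified human 12hLO (150 nM final) was preincubated with compounds for 15 min at room temperature in 25 mM Hepes pH 7.0, 0.01% Triton X-100, then reacted with 40 uM arachidonic acid for 30 min. Hydroperoxide was detected with ferrous iron/xylenol orange.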
15-hLO-2 inh: blocks human 15-lipoxygenase 2 activity. purified 15hLO-2, xylenol orange hydroperoxide absorbance. Potency, µM (series often up to 57.1 µM), without a hit: top-dose activity change, negative = inhibition, hits mostly inhibitors. 110,000 tested, 0.56% active. O15296; also: potency is read from the fitted curve at half-maximal effect; nearly all actives have a fitted effect of over 60% in size; many of its hits are not listed in these tables
Target sequence (O15296 whole entry, looked up): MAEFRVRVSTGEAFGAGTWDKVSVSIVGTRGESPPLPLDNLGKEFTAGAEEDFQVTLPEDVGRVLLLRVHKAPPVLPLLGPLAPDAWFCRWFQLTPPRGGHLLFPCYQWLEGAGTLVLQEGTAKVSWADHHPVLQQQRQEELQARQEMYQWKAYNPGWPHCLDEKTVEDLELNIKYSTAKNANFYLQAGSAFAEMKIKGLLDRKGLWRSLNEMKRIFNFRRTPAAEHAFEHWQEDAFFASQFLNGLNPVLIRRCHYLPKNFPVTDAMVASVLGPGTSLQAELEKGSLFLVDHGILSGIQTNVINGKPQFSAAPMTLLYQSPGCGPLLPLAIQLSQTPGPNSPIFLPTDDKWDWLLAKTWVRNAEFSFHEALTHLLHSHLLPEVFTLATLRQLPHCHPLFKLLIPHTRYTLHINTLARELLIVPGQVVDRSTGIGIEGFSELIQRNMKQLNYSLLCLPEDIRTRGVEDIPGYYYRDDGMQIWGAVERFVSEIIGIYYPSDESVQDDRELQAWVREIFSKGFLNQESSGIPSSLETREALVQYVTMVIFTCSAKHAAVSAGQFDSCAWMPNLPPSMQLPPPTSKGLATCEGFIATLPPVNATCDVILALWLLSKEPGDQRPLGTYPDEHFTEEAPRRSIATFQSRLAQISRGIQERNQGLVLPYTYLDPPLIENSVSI
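Read-out: hydroperoxide product oxidises ferrous iron, measured as xylenol orange complex via the 573-to-405 nm absorbance ratio after 30 min. Reaction: 50 nM enzyme, 15 min compound preincubation, 45 uM arachidonic acid, 90 min RT, Hepes pH 7.5 with Triton X-100.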
IMPase inh: cell-permeable inhibitors of inositol monophosphatase (IMPase) | CHO-M1 cells, IP1 accumulation, HTRF TR-FRET ratio | inhibition (IP1 accumulation), % at 46.1 µM | 120,000 tested, under 10 active | AID 901; active = well fitted curve in the direction sought with a large enough effect in the signal ratio, not every such curve was filed as active; inconclusive = small, poorly fitted or top-dose-only effect, or a change in a side signal; inactive = no such curve, though single readings can be large or run the other way; the % refers to the signal ratio;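 also: cells stimulated with carbachol in lithium chloride buffer; plate controls were DMSO basal wells for no effect and reference inhibitor wells for full effect; higher means more IMPase inhibition seen as more IP1 and lower FRET ratio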
Target sequence (P97697 whole entry, looked up): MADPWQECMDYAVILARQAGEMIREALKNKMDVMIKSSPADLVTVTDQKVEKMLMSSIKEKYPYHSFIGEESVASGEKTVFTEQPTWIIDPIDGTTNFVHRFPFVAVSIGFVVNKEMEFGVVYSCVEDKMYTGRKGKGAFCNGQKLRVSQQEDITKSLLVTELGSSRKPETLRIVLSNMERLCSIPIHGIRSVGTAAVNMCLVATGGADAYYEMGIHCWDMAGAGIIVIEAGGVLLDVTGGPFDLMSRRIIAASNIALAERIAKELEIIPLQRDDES
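Measured: the HTRF emission ratio (665/620 nm) plus the 620 nm donor channel, each fitted to the Hill equation to give AC50. Cells were CHO-M1 given compounds up to 46 uM and a 30 min carbachol stimulation at 37C.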
PNC assembly inh: inhibitors of perinucleolar compartment assembly. activity change (PNC), negative = inhibition, % at 10 µM. 140,000 tested, 3.1% active. AID 2417. PC3M PTB-GFP, PNC prevalence imaging, 16 h; active compounds read low;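 active = readout at or below -70, meaning at least 70% loss of cells showing the perinucleolar compartment, a nuclear body marking cancer cells; inconclusive = readout between -30 and a set limit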;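 also: plate controls were DMSO wells for no effect and camptothecin positive control wells for full effect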
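Read-out is percentage of cells bearing a perinucleolar compartment, from automated 20x imaging of fixed, Hoechst-stained PC3M PTB-GFP cells. Cells were seeded 4 h, then exposed 16 h to compound (23 nl of library stock) in duplicate plates.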
Numbers without * were called inactive; ? = inconclusive; / = not tested or not shown; & = joins results of further samples; [ ] = another dose, or the depositor's remark. Unless noted, calls follow the shape of the dose curve; as a rule, active = well fitted curve in the direction sought with a large enough effect; inconclusive = small, poorly fitted or top-dose-only effect, or another doubt; inactive = no such curve, though single readings can be large; an effect the other way counts as inactive or inconclusive. Unless noted, % is scaled to controls: 0 for no effect and ±100 for the full control effect.

SMILES	12-hLO inh	15-hLO-2 inh	IMPase inh	PNC assembly inh
CCc1ccc(N/C(SCc2cccc(F)c2)=C(/C#N)C(=O)NCc2ccco2)cc1	-6%	-7%	6	59
CCOC(=O)C1C(=O)CC(C)(O)C(C(=O)OCC)C1/C=C/c1ccccc1 (stereo unspecified)	2%	-19%	2	20
COc1ccc(-c2nnc3n2N=C(c2ccccc2)CS3)cc1OC	2%	-7%	2	-13
O=C(O)CSCc1cnn(-c2ccccc2)c1-n1cccc1	-20%	27%	11	1
Nc1ccc(S(=O)(=O)N2CCCC2)cc1	-2%	-1%	-1	?
O=C(c1ccc2c(c1)[nH]c(=S)n1c3ccccc3nc21)N1CCN(c2ncccn2)CC1	6%	?	-18	-8
O[C@@H](c1cc(C(F)(F)F)nc2c(Cl)cc(Cl)cc12)[C@@H]1CCCCN1	3%[11.4 µM]	32%[activator][11.4 µM]	/	/
CCN(CCCNC(=O)C1CCC(=O)N1C1CCCC1)c1cccc(C)c1 (stereo unspecified)	4%	15%	-2	106
CCN(C(=O)CSc1nncs1)c1c(N)n(Cc2ccccc2)c(=O)[nH]c1=O	-2%	10%	5	0
Cc1n[nH]c(=S)n1/N=C/c1ccc(OCc2ccc(Cl)cc2)cc1	?	?	7	17
COc1ccc(-c2noc(=O)[nH]2)cc1	0%	/	/	14
COc1ccccc1Nc1ncccc1C(=O)O	9%	-4%	7	-100*
Cc1cc2c(cc1S(N)(=O)=O)S(=O)(=O)CCC2	-6%[25.6 µM]	5%[25.6 µM]	10[20.6 µM]	/
COc1ccc2c(CC(=O)OCC(=O)Nc3ccccc3[N+](=O)[O-])coc2c1	0%	/	/	?
COc1ccc(C(=O)c2nc3c(n2O)CCCCC3)cc1	-11%	0%	2	?
CC12CCC(C(=O)N(CC(O)CN3CCCCCC3)C1=O)C2(C)C (stereo unspecified)	1%	/	/	-4
CCOc1ccc(N2C(=O)CC(S/C(N)=N/N=C/c3cccs3)C2=O)cc1 (stereo unspecified)	-5%	/	/	?
COc1ccccc1NC(=O)COC(=O)c1ccccc1OCC(=O)Nc1ccc(SC(F)F)cc1	-1%	/	/	15
COc1ccc(C(C(=O)NC2CCCCC2)N(C(=O)Cc2c[nH]c3ccccc23)c2ccc(NC(C)=O)cc2)cc1OC (stereo unspecified)	1%	-15%	2	34
Cc1cc(C(=O)COC(=O)c2n[nH]c3ccccc23)c(C)n1CC1CCCO1 (stereo unspecified)	-3%	-7%	-1	?
O=C(O)CCCCCn1c(SCc2cc(=O)n3cc(Cl)ccc3n2)nc2ccsc2c1=O	0%	/	/	?
O=C(COC(=O)[C@@H]1CCCN1S(=O)(=O)c1ccc(Cl)cc1)NCC(F)(F)F	0%	/	/	33
O=C(CN1C(=O)CCS(=O)(=O)c2ccccc21)Nc1cccc(Cl)c1	1%	/	-6[1.84 µM]	?
N#Cc1c(-c2ccccc2)c(C#N)c2nc3ccccc3n2c1N	-1%	/	/	?
COc1ccc2c(c1)CCN=C2Cc1ccc(OC)c(OC)c1	2%	/	/	?
(continued)
SMILES	12-hLO inh	15-hLO-2 inh	IMPase inh	PNC assembly inh
CC(C)OCCCNCC(O)c1ccccc1 (stereo unspecified)	0%	/	1	?
COc1ccc(C2=Nc3cccc4cccc(c34)N2)cc1	11%	53%[activator]	0	6
Cc1cc(C)nc(NCCCc2ccccc2)n1	-3%	/	1	?
NC1CCN(c2cccc(Cl)n2)CC1	0%&3%	28%&9%	10&1	/
CCOc1ccc(NC(=O)C2CC(=O)N(c3cc(C)cc(C)c3)C2)cc1 (stereo unspecified)	-1%	3%	-3	45
Cc1ccc(S(=O)(=O)CC#CCOC(=O)c2ccc([N+](=O)[O-])cc2)cc1	-24%	?	3	?
O=C(CNc1ccc(Br)cc1)c1ccccc1	-6%	3%	2	95
COC(=O)c1c(NC(=S)NC(=O)c2ccco2)sc2c1CCCC2	-3%	/	6	-12
Cc1ccc(NN2C(=O)C=C(c3ccc(Cl)cc3)C2=O)cc1	-23%	?	12	74
COCc1c(C(=O)OCC(=O)N2c3ccccc3NC(=O)C2(C)C)oc2ccccc12	3%	/	9	18
COc1cccc(NC(=O)CN(c2ccc(C)cc2)S(=O)(=O)c2c(C)nn(C)c2C)c1	-21%	-3%	4	?
O=C1NC2(CCCCC2)N=C1c1ccc(Br)cc1	-13%	-5%	-8	-15
Cc1ccc(NC(=O)c2csc(-c3ccccc3)c2C)cc1	-5%	-8%	2	-2
Cn1c(=O)c2c(nc(N3CCCCCC3)n2CCSc2nc3ccccc3o2)n(C)c1=O	2%	5%	7	?
CC1CCCCN1CC(=O)Nc1sccc1C#N (stereo unspecified)	0%	2%	2	65
O=C(CSc1cccc2cccnc12)OCC(=O)c1ccccc1	-2%	-3%	-3	7
O=C(Oc1ccc2c3c(c(=O)oc2c1)CCCC3)c1ccco1	-13%	0%	-9	8
FC(F)Oc1ccc(NC(=S)NCc2ccccc2)cc1Cl	?	?	3	-1
Cc1ccccc1NC(=O)CSc1nc(N)c2c3c(sc2n1)CSC(C)(C)C3	-2%	/	/	-2
Fc1ccc([C@H]2CCNC[C@H]2COc2ccc3c(c2)OCO3)cc1	-8%	28%	14	/
Cc1ccccc1Cc1c(C)nc2ncnn2c1C	-1%	-4%	-4	13
CCC/C(O)=C1\C(=O)CCCC1=NCCCCCC(=O)O	2%	-5%	-7	?
CCCC1C(C(=O)OCC)=C(C)NC(C)=C1C(=O)OCC	-21%	0%	12	?
COc1ccc(CSc2nnc3n(C)c(=O)c4c5c(sc4n23)CCCC5)cc1	-7%	-7%	-1	-21
CCOCCCNC(=O)C(c1ccc(Cl)cc1)N1CCC2(CC1)OCCO2 (stereo unspecified)	-4%	-1%	-19	?

Reprinted from the part before: three entries, then new ones.
SMILES	12-hLO inh	15-hLO-2 inh	IMPase inh	PNC assembly inh
CCCC1C(C(=O)OCC)=C(C)NC(C)=C1C(=O)OCC	-21%	0%	12	?
COc1ccc(CSc2nnc3n(C)c(=O)c4c5c(sc4n23)CCCC5)cc1	-7%	-7%	-1	-21
CCOCCCNC(=O)C(c1ccc(Cl)cc1)N1CCC2(CC1)OCCO2 (stereo unspecified)	-4%	-1%	-19	?
O=C(NCC1CCCO1)C(=Cc1cccc([N+](=O)[O-])c1)C(=O)NCC1CCCO1 (stereo unspecified)	-3%	/	/	-21
COc1cccc(C2NC(=O)NC(C)=C2C(=O)Nc2ccc(C)cc2)c1 (stereo unspecified)	-1%	1%	-1	?
C=CCNC(=O)CN1CCC(n2c(C)nc3cc(C(F)(F)F)ccc32)CC1	1%	14%	-2	-19
CCC(CC)NC(=O)c1cc(OC)c(OC)cc1[N+](=O)[O-]	-5%	0%	-7	0
Cc1cc(=O)oc2cc(OCc3ccc(C(=O)N4CCN(c5ccc([N+](=O)[O-])cc5)CC4)cc3)ccc12	0%	/	/	23
COc1ccc(NC(=O)C2CCCN2C(=O)OCc2ccccc2)c(OC)c1 (stereo unspecified)	-2%	2%	8	-23
CC1CCN(CC(O)COc2cccc(F)c2)CC1 (stereo unspecified)	-5%	4%	11	-17
Cc1ccc(NC(=O)c2ccc(S(=O)(=O)N3CCOCC3)cc2)nc1	7%	5%	-1	11
COCC(C)NC(=O)C(C)Oc1ccccc1 (stereo unspecified)	-3%	/	/	20
O=C(NCc1ccco1)NC12CC3CC(CC(C3)C1)C2	7%	-2%	7	?
Cc1ccc(-n2c(-c3ccccc3)n[nH]c2=S)cc1	-6%	/	-14	-5
CCC(=O)Nc1ccc2nc(C)n(Cc3ccccc3Cl)c(=O)c2c1	-4%	/	/	-20
CC(NC(=O)CSc1nnc(CC(=O)Nc2ccc(Cl)c(Cl)c2)n1C)c1ccccc1 (stereo unspecified)	-9%	?	-11	-12
CCNc1cc(N2CCN(S(=O)(=O)c3ccc4c(c3)CCCC4)CC2)ccc1[N+](=O)[O-]	8%	-10%	-3	56
CCCn1c(=O)c2ccccc2n2c(SCC(=O)c3ccc(CC)cc3)nnc12	-4%	-4%	-5	?
CCOc1cccc(=O)c2c(C)n(C)c(C)c12	-22%	-22%	-1	15
COc1ccc(NC(=O)Nc2cc(C)ccc2OC)cc1	1%	1%[2.29 µM]	5	-82*
Cc1cccc(C(=O)N2CCN(c3ccc([N+](=O)[O-])c(N4CCOCC4)c3)CC2)c1	-10%	-15%	2	32
C=CCNC(=O)/C(=C\C=C\c1ccccc1)NC(=O)c1ccc(OCCCC)cc1	4%	-12%	8	-105*
CC(C)CNC(=O)CC(c1ccccc1)c1c(O)ccc2ccccc12 (stereo unspecified)	-5%	-6%	-6	-10
Cc1ccc(S(=O)(=O)N(C)c2ccccc2)cc1	-1%	1%	5	?
Clc1ccc(CSc2nnc(-c3ccccn3)n2Cc2ccco2)c(Cl)c1	-28%	14%	0	2
Cc1ccc(NC(=O)CSCCc2ccccn2)nc1	4%	9%	-1	15
Cc1ccc(C(=O)NC(=S)Nc2ccc(NC(=O)c3cccs3)cc2)cc1[N+](=O)[O-]	-4%	/	/	?
CN1C(=O)/C(=C\c2ccncc2)SC1=Nc1ccccc1	-1%	/	/	-11

Filtered by structure: those above containing bromine (2)
SMILES	12-hLO inh	15-hLO-2 inh	IMPase inh	PNC assembly inh
O=C(CNc1ccc(Br)cc1)c1ccccc1	-6%	3%	2	95
O=C1NC2(CCCCC2)N=C1c1ccc(Br)cc1	-13%	-5%	-8	-15

Reprinted at random: two records from the list.
SMILES	12-hLO inh	15-hLO-2 inh	IMPase inh	PNC assembly inh
Cc1cc2c(cc1S(N)(=O)=O)S(=O)(=O)CCC2	-6%[25.6 µM]	5%[25.6 µM]	10[20.6 µM]	/
COc1ccc(NC(=O)C2CCCN2C(=O)OCc2ccccc2)c(OC)c1 (stereo unspecified)	-2%	2%	8	-23

The listing continues:
SMILES	12-hLO inh	15-hLO-2 inh	IMPase inh	PNC assembly inh
N#CC1=C2SCN(c3ccccc3)CN2C(=O)CC1c1ccccc1Cl (stereo unspecified)	?	7.9µM*	2	-1
CC(C)OC(=O)c1cc2ccccc2[nH]1	11%	/	5	76
CCc1cc(C(c2cccc(OC)c2)N2CCOCC2)c(NC(=O)c2ccccc2)s1 (stereo unspecified)	-3%	26%	6	7
Cc1nnc(NC(=O)CSc2nnc(Cc3cccn3C)n2-c2cccc(C(F)(F)F)c2)s1	-2%	-2%	12	52
COC(=O)c1ccc(NC(=O)CCc2c(C)nc3ncnn3c2C)cc1	-4%	-15%	1	-23
Cc1cnn(CCC(=O)NNC(=S)Nc2cccc(Cl)c2)c1	-6%	17%	-2	20
COc1cc(NS(=O)(=O)c2ccc(NC(C)=O)cc2)nc(OC)n1	1%	1%	0	10
N#CCCN1CCn2c1nc1ccccc12	8%	0%	4	12
C=C(C)CC1Nc2ccccc2NC1CC(=C)C (stereo unspecified)	-27%	25µM*	23	27
O=[N+]([O-])c1cc(S(=O)(=O)C(F)(F)F)ccc1Sc1nc2ccccc2s1	-3%	-11%	18	113
O=C(O)/C=C/C(=O)O	1%	-6%	/	/
O=C(CSc1ccc2nnc(-c3cccnc3)n2n1)NCc1ccc2c(c1)OCO2	-7%	-23%	8	-20
CS(=O)(=O)c1nc(-c2ccco2)cc(C(F)(F)F)n1	-5%	-23%	4	?
Cc1noc(/C=C/N(C)C)c1S(=O)(=O)N1CCC(C(=O)O)CC1	2%	3%	4	?
OC(CNC1CCCCC1)CN1CCN(CC(O)CNC2CCCCC2)CC1 (stereo unspecified)	5%	25%	0	-24
Cc1ccc(SC(C)C(=O)Nc2ccncc2)cc1 (stereo unspecified)	0%	0%	4	-14
O=C(NNC(=S)NC(=O)c1ccccc1[N+](=O)[O-])c1ccccc1Cl	5%	/	/	?
CCC(C)NC(=O)CSc1nc2c(sc3ccccc32)c(=O)n1CCCN1CCOCC1 (stereo unspecified)	-3%	17%	-6	-26
CC(=O)N(/N=C/c1cccc(C)c1)c1nc(-c2ccc(Br)cc2)cs1	11%	-1%	4	44
